M1 PAM parental: nonselective calcium activators in parental CHO-K1 cells, primary screen, counter-screen for M1 PAM project, cell-based, Fluo-8 calcium fluorescence, full deck, 1536-well; ATP EC20; 0% at ATP EC20, 100% at ATP max; activation, % at 3 µM; 0.02% of 360,000 active; AID 602247, 2012;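 active = activation above the run cutoff, the mean activation of all test compounds plus 3 SD, cut at about 40% in these data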;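 also: peak over basal fluorescence ratio in a 140 s read after ATP addition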
TAAR1 ag: human TAAR1 agonists, primary screen, Fluo-8 calcium fluorescence, CHO RD-HGA16 cells; vehicle wells 0%, saturating PEA agonist 100%; Trace amine-associated receptor 1 (Homo sapiens), Q96RJ0; 0.99% of 360,000 active; activation, % at 3 µM;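 active = activation above the mean activation of all test compounds in the run plus 3 SD, cut at about 38% in these data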
Target sequence (Q96RJ0 whole entry, looked up): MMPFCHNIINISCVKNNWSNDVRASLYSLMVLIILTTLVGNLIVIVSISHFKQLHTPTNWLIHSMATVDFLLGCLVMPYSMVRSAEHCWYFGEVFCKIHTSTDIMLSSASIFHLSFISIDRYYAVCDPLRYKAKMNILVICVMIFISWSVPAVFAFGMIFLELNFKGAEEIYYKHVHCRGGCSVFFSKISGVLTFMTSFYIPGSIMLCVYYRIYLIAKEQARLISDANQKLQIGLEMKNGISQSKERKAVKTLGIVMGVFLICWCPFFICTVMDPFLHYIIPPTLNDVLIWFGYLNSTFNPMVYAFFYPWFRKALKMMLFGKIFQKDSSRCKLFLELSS
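Assay system – CHO-derived RD-HGA16 cells with stable Gα16 and human TAAR1 · Compound dosing – one-point dosing at 3 µM (nominal) · Incubation – 17-24 h seeding, 75 min 37 °C dye, 30 min RT · Measured by – kinetic Fluo-8 calcium fluorescence · Control set – DMSO vehicle as 0%, PEA at EC100 as 100% · Repeats – single well for each compound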
CHO-K1 Ca antag: nonselective inhibitor or artifact in parental CHO-K1 cells; ATP-induced calcium, Fluo-8 fluorescence; 0.6% of 360,000 active; inhibition, % at 3 µM;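 active = inhibition above a per-plate cutoff, the plate's mean sample inhibition plus 3 SD, cut at about 24% in these data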;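 also: 0% = DMSO plus EC80 ATP and 100% = DMSO alone without ATP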
M1 ag: human M1 muscarinic receptor agonists, primary screen, Fluo-8 calcium fluorescence, CHO-K1 cells, HTS; 0.33% of 360,000 active; CHO-K1 hM1, agonist mode; 0% DMSO, 100% acetylcholine EC100; activation, % at 3 µM;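 active = activation above the run's mean compound activation plus 3 SD, cut at about 16% in these data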;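 also: peak over basal fluorescence ratio within a 140 s kinetic read after compound addition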
Target sequence (P11229 whole entry, looked up): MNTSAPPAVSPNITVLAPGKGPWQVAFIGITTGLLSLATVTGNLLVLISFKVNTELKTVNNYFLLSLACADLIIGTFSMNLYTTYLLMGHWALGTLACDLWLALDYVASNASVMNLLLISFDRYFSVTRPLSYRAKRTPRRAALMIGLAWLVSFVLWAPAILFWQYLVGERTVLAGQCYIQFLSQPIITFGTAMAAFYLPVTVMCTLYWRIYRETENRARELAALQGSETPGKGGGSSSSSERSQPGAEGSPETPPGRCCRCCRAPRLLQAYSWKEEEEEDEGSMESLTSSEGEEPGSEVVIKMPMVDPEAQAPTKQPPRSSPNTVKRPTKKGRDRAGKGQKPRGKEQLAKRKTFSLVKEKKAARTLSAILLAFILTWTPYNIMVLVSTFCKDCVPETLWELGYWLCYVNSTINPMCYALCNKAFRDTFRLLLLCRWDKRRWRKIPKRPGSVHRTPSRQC
CHO-K1 Ca ag: counter-screen for M1 agonists: effect in parental CHO-K1 cells; Fluo-8 calcium fluorescence; scaled to maximal ATP response, vehicle zero; activation, % at 3 µM; 0.48% of 360,000 active; AID 602248, 2012; in the data active = activation above about 15%;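 also: untransfected CHO-K1 host cells lacking M1 receptor as counterscreen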
V1aR counter: agonists of human V1a receptor, primary screen, counter-screen for OXTR agonist project, fluorescence, CHO-V1R cells; Vasopressin V1a receptor (Homo sapiens), P37288; activation, % at 3 µM; Fluo-8 calcium fluorescence, agonist mode; 0% DMSO, 100% 3 nM vasopressin; 0.25% of 320,000 active; AID 2797, 2010;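 active = activation above the mean activation of all tested compounds plus 3 SD, per screening run, cut at about 20% in these data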;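 also: signal is peak over basal fluorescence ratio across a 100 second FLIPR read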
CHO parental Ca: ATP-evoked calcium signal inhibitors, parental CHO, primary screen, counter-screen for OX1R antagonist project, cell-based, fluorescence, Fluo-8 calcium dye | AID 463079, 2010 | parental CHO-K1, ATP-induced calcium, Fluo-8 fluorescence | inhibition, % at 5.6 µM | 0.63% of 330,000 active;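 active = inhibition above that plate's mean sample inhibition plus 3 SD, cut at about 26% in these data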;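 also: 0% = ATP-challenged DMSO wells and 100% = DMSO wells without ATP; some compounds past the cut are filed as inactive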
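Assay system – parental CHO cells · Reagent – ATP stimulus · Detection – intracellular calcium via Fluo-8 no-wash fluorescent dye · Evaluation – percent inhibition of ATP-evoked calcium rise, normalized to controls · Controls – ATP wells versus no-ATP DMSO wells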
OXTR potentiate: human OXTR potentiators, primary screen, fluorescence, CHO-OTR cells, Fluo-8 calcium; 0.061% of 320,000 active; Oxytocin receptor (Homo sapiens), P30559; Fluo-8 calcium fluorescence, potentiator mode; 0% = oxytocin EC15, 100% = EC100; activation, % at 3 µM;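 active = activation above that plate's cutoff, the mean activation of tested compounds plus 3 SD, cut at about 6.6% in these data, passing the limit was not always enough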;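 also: 100% uses oxytocin at 75 nM as the full agonist control; some results filed as inactive read as strong as hits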
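Replication – single well per compound, singlicate · Assay system – CHO cell line stably expressing human OTR · Timing – 6 min pre-incubation, 100 s read · Measure – normalized max/min fluorescence ratio, % activation · Doses – 3.0 µM, one dose · Detection – Fluo-8 calcium dye fluorescence · Probe or stimulus – oxytocin near EC15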
TAAR1 antag: human TAAR1 antagonists, primary screen, Fluo-8 calcium fluorescence, CHO RD-HGA16 cells | AID 624466, 2012 | inhibition, % at 3 µM | 1.5% of 360,000 active | antagonist | Trace amine-associated receptor 1 (Homo sapiens), Q96RJ0;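 active = inhibition above a per-plate cutoff, the mean inhibition of test compounds on that plate plus 3 SD, cut at about 49% in these data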;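 also: 0% = DMSO plus EC80 beta-PEA response and 100% = DMSO alone without agonist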
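System: RD-HGA16 CHO cells with stable hTAAR1 and Gα16 | Probe or stimulus: EC80 β-phenethylamine stimulus | Dosing: 3 µM, single point | Times: Dye loading 75 min at 37 °C, then 30 min room temperature | Measured by: Fluo-8 calcium-sensitive fluorescence | Read-out basis: % inhibition of agonist calcium response | Replicates: n of 1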
* = called active by the depositor; . = no result given.

SMILES	M1 PAM parental	TAAR1 ag	CHO-K1 Ca antag	M1 ag	CHO-K1 Ca ag	V1aR counter	CHO parental Ca	OXTR potentiate	TAAR1 antag
O=C(COC(=O)C1CCC1)Nc1cccc(S(=O)(=O)N2CCOCC2)c1	-2	3	-9	1	0.0	0.1	-4	-11	-4
Cc1ccc(Oc2ccc(-c3nc(N)nc(N)n3)cc2)cc1C	14	23	-20	6	2.6	1.6	-3	1	5
COC(=O)C1=C(C)N(C2CCCCC2)C(=O)/C1=C\c1cccs1	11	8	-5	-10	-0.1	-0.8	-31	-10	-5
COc1ccc(COCC(O)CN(Cc2ccccc2)C(C)C)cc1OC (stereo unspecified)	13	-1	-16	-6	-0.2	-0.5	-12	-6	10
COc1cccc(NC(=O)COC(=O)c2ccccc2C(=O)N(C)c2ccccc2)c1	-12	0	5	-2	0.5	1.1	-28	-7	29
Cc1cc(N2CCN(C)CC2)nc2ccc(NC(=S)NCc3cccs3)cc12	17	8	-8	-3	2.3	1.6	-23	-9	6
O=C(NCc1ccccc1F)c1cccc(S(=O)(=O)N2CCCCC2)c1	0	4	4	0	0.1	-0.2	-17	-4	-18
CCCn1c(SCC(=O)Nc2nnc(C(C)C)s2)nc2c1c(=O)n(C)c(=O)n2C	12	4	-12	-2	0.2	0.7	4	-5	-5
COC(=O)/C=C/c1ccc(OC(=O)OC)c(OC(=O)OC)c1	11	3	-3	-2	-0.4	-0.6	-5	-1	2
N#C/C(=C/c1ccccc1)C(=O)OCC(=O)Nc1ccccc1[N+](=O)[O-]	-14	0	18	-4	-0.3	0.6	-6	-5	-6
COC(=O)c1[nH]c2ccc(F)cc2c1NS(=O)(=O)c1ccc(OC)cc1	22	6	-6	-8	5.5	7.9	-5	-10	9
CC1(C)NC(=O)N(CNc2cc(Cl)ccc2Cl)C1=O	-6	4	6	-4	0.3	0.3	3	-2	3
NC1=NC[C@H](Cc2ccc(O)cc2)N1CCCCC1CCCCC1	-4	9	-10	-11	-0.1	-0.8	-6	-13	-2
CCOC(=O)c1c(-c2ccc(C)o2)csc1NC(=S)NC(=O)N(C)C	11	13	-4	-5	2.1	-0.2	-21	-6	22
O=C(CSc1nnc(-c2ccncc2)o1)Nc1cccc(Cl)c1	3	10	-8	3	1.4	6.8	3	-11	10
CCOc1ccc(CCNC(=O)c2ccc(CS(=O)Cc3cccc(Cl)c3)o2)cc1 (stereo unspecified)	2	7	-13	-1	6.7	7.0	-28	-11	31
O=C(NNc1ncc(C(F)(F)F)cc1Cl)c1ccc(Cl)c(Cl)c1	29	0	-15	-2	1.8	3.6	2	-3	-8
CCOC(=O)CSc1nnc(-c2ccc(NS(=O)(=O)c3ccc(C)cc3)cc2)o1	13	18	5	3	3.2	5.5	14	-10	21
COC(=O)c1ccccc1NC(=O)c1cccc(NC(=O)c2ccc(Br)o2)c1C	7	5	-7	-5	0.6	-0.7	-23	2	16
O=C(Nc1nc(-c2ccc3c(c2)Cc2ccccc2-3)cs1)c1ccccc1	4	6	4	-4	0.0	1.4	-12	-5	15
OCCC1CN(Cc2cccc(F)c2F)CCN1CCc1ccccc1 (stereo unspecified)	5	5	4	-5	11	0.3	-11	-6	-30
CCC(C)[C@H]1CNC(=S)N1CCc1cc(C(F)(F)F)cc(C(F)(F)F)c1 (stereo partly specified)	15	1	-22	-7	0.0	-0.5	-33	-11	4
Cc1c(C(=O)O)nn(-c2ccccc2)c(=O)c1C#N	6	0	-10	-2	-0.3	0.6	-3	3	5
COc1ccccc1NC(=O)Cn1c(CCC(=O)O)ccc1-c1ccc(C)cc1	1	2	2	-6	0.0	1.4	-32	6	-13
Cn1ccnc1SC(C(=O)O)c1ccccc1 (stereo unspecified)	-2	2	2	-2	0.4	-0.1	0	-7	-15
COC(=O)C1=NNC2(C)C(=O)N(c3ccc(C)cc3)C(=O)C12 (stereo unspecified)	-14	1	1	0	-0.1	-0.2	-12	4	-18
CCNC(=S)N1CCN(c2ccc([N+](=O)[O-])cc2)CC1	8	12	1	1	4.0	4.6	-5	-14	-2
COC(=O)CC1Oc2ccccc2N(Cc2ccc(C)cc2)C1=O (stereo unspecified)	14	7	-7	-4	0.8	0.8	-11	-7	4
O=C(NC1CCS(=O)(=O)C1)c1cn(-c2ccccc2)nc1-c1ccccc1 (stereo unspecified)	16	7	-5	0	1.1	1.3	-2	-1	-3
CCc1ccccc1NC(=O)c1ccoc1C	-3	1	-5	-3	1.1	-0.1	-13	-14	-12

Record cards, from the list above.
`O=C(Nc1nc(-c2ccc3c(c2)Cc2ccccc2-3)cs1)c1ccccc1` is listed as M1 PAM parental = 4; TAAR1 ag = 6; CHO-K1 Ca antag = 4; M1 ag = -4; CHO-K1 Ca ag = 0.0; V1aR counter = 1.4; CHO parental Ca = -12; OXTR potentiate = -5; TAAR1 antag = 15
`COC(=O)C1=NNC2(C)C(=O)N(c3ccc(C)cc3)C(=O)C12` (stereo unspecified) is listed as M1 PAM parental = -14; TAAR1 ag = 1; CHO-K1 Ca antag = 1; M1 ag = 0; CHO-K1 Ca ag = -0.1; V1aR counter = -0.2; CHO parental Ca = -12; OXTR potentiate = 4; TAAR1 antag = -18

More records follow:
SMILES	M1 PAM parental	TAAR1 ag	CHO-K1 Ca antag	M1 ag	CHO-K1 Ca ag	V1aR counter	CHO parental Ca	OXTR potentiate	TAAR1 antag
CCCC(=O)N1CCN(c2ccc(NC(=O)c3cc4ccccc4o3)cc2)CC1	-3	12	-1	-1	0.8	1.6	-24	-9	4
O=C(Nc1ccccc1)N1CCC(c2ccccc2)C1 (stereo unspecified)	14	8	2	-2	0.1	-0.4	-16	-18	-7
COc1cccc(C(=O)NCCN2C(=O)S/C(=C/c3cccs3)C2=O)c1OC	-4	6	-14	-3	3.3	1.1	-14	-12	-1
Cc1ccc(-n2ncc(C(=O)NC3CC3)c2C2CCN(C(=O)OC(C)(C)C)CC2)cc1	10	2	-19	-1	1.5	1.1	-15	-8	-4
Cn1c(=O)c2c(=O)cc(NNC(=O)CC#N)[nH]c2n(C)c1=O	8	2	-6	-6	0.7	-0.5	3	-11	-1
O=C(O)c1c(Cl)c(Cl)c(Cl)c(Cl)c1C(=O)OCC1CCCO1 (stereo unspecified)	-12	0	2	-4	0.1	.	.	.	-15
Cc1ccc(C)c(S(=O)(=O)N(C)c2ccc(OC(=O)C3CCN(C(=O)Nc4ccccc4)CC3)cc2)c1	-6	9	-7	-1	8.4	.	.	.	10
Cc1c(N2C(=O)CSC2c2ccc(F)cc2)c(=O)n(-c2ccccc2)n1C (stereo unspecified)	11	1	-9	-3	1.3	-2.5	1	-9	-13
CCC(=O)N1CCc2cc(S(=O)(=O)N3CCCC3)ccc21	20	11	-19	-5	1.1	0.3	-6	-1	-23
CCOC(=O)C(NC(=O)Nc1ccccc1)(OCC)C(F)(F)F (stereo unspecified)	17	7	-12	-4	0.5	0.4	-3	-4	10
CC(C)n1c2ccccc2c2nnc(SCC(=O)Nc3ccccc3C(=O)O)nc21	7	3	10	0	1.8	-0.3	-1	1	14
N/C(=N\OC(=O)c1ccc(Cl)cc1)c1nonc1N	-16	13	15	-4	4.4	-0.5	-2	-5	11
Cc1nc(N2CCN(Cc3ccccc3)CC2)nc2c1C(=O)CC(C)C2 (stereo unspecified)	11	10	-3	-4	0.9	0.0	-17	-4	-1
COc1cccc(NC(=S)N(CCCN2CCN(C)CC2)Cc2ccco2)c1	11	1	-10	-6	0.7	1.7	2	2	-17
O=C(COC(=O)Cc1ccc(Br)cc1)Nc1ccc(N2CCOCC2)cc1	2	24	7	-1	2.7	7.1	-15	-8	-5
CC(C)CNC(=O)[C@H]1N2C(=O)c3ccccc3C2SC1(C)C (stereo partly specified)	6	1	-3	-2	-0.5	-0.6	-17	0	-19
Cc1cccc(C(=O)N[C@H](C(=O)NCCc2ccc(Cl)cc2)C(C)C)c1	20	-3	4	-6	1.8	-0.1	-19	-7	-9
Cc1ccccc1OCC(=O)OCC(=O)NCCNC(=O)COC(=O)COc1ccccc1C	11	6	2	0	1.1	2.8	-23	-5	3
CSc1nnc(C)c(=O)n1COC(=O)COc1ccccc1	16	3	-9	-6	0.8	0.6	0	-6	-21
CC1CCCC(NC(=S)Nc2cccc(S(=O)(=O)N(C)C)c2)C1C (stereo unspecified)	2	7	-17	1	12	7.2	-12	-9	-19
CCCc1nnc(NC(=O)CCC(=O)N2CCC(C)CC2)s1	15	1	-9	0	0.9	0.4	-9	-6	-20
CNC(=S)N1N=C(c2ccc(OC)cc2)CC1c1ccc(Cl)cc1Cl (stereo unspecified)	6	12	1	-11	0.0	-0.3	-24	-11	9
Cc1ccc2c(c1)N(CC(=O)N1CCCC1)C(=O)C(C)O2 (stereo unspecified)	8	1	-11	-2	0.2	-0.2	0	7	-11
CCCN1CCN(C(=O)CCc2nnc3ccc(N4CCN(c5cccc(OC)c5)CC4)nn23)CC1	18	2	-7	-12	1.7	-0.1	-15	4	7
O=C(N/C(=C/c1ccc(Br)cc1)C(=O)N1CCOCC1)c1ccco1	24	1	-4	-4	1.6	0.5	11	-4	4
CCOC(=O)c1cccc(N2C(N)=NC(N)=NC2(C)C)c1	5	0	-3	-10	-0.1	0.7	-1	-4	3
O=C(Nc1ccccc1F)C1C2C=CC3(O2)C1C(=O)N(c1cccnc1)C3C(=O)NC1CCCCC1 (stereo unspecified)	18	8	-30	-4	1.4	1.5	-7	-9	9
CCCCn1c(N)c(N(CC(C)C)C(=O)c2cnc(C)cn2)c(=O)[nH]c1=O	-4	1	-12	0	0.8	0.3	-1	-1	-1
CC(=O)Oc1cccc(C2=CC(=O)CC(C)(C)C2=O)c1	10	-1	-2	-1	0.0	.	.	.	-9
CCCn1c(SCC(=O)N(C)CC(=O)Nc2ccc(C)cc2)n[nH]c1=O	10	0	-16	-2	-0.1	-0.7	-8	-2	8
CCNC(=O)C1(c2ccccc2)CCCC1	15	4	-16	0	0.4	0.7	-13	-9	3
Cc1cc(C)n2nc(C(=O)Nc3ccn(Cc4ccccc4C)n3)cc2n1	-21	-2	-13	-5	1.1	-0.6	-22	-8	-10

Screens (PubChem BioAssay)
